# Screens: PubChem BioAssay, National Center for Advancing Translational Sciences (NCATS)
# D1 antag = antagonists of human D1 dopamine receptor; AID 504652; HEK293 TREx D1 cells, calcium flux, dopamine EC80; stronger effect = lower value; actives 3.2% (n = 360,000); P21728; activity change, negative = inhibition, % at 10 µM; in the data active means activity change below about -30%; further: on the % scale 0 is the no-effect control and ±100 the full control effect
# Target sequence (P21728 whole entry, looked up): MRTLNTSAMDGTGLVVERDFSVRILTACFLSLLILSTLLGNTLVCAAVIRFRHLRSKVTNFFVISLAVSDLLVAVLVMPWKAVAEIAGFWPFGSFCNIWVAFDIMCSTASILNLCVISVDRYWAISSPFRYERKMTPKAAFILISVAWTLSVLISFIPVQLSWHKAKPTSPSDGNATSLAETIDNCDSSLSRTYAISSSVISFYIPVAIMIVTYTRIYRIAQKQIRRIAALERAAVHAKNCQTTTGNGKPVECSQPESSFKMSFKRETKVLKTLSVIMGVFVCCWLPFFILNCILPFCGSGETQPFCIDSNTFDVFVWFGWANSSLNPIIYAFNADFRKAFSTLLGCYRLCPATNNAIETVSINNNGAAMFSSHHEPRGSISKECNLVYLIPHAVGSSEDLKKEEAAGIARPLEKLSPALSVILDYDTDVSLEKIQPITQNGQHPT
#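 Antagonism measured as reduced calcium response to an EC80 dopamine addition following 180 s compound pre-read; cells were inducible HEK293 Trex D1 plated overnight at 30 C, read kinetically at 1 cycle/sec.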
# D2 potentiator = positively modulates the human D2 dopamine receptor allosterically; AID 485347; P14416; HEK293 T-REx D2, calcium flux, EC20 dopamine potentiation; actives 0.34% (n = 340,000); potentiation, % at 10 µM;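 active means potentiation over 3 SD above the plate norm, cut at about 30% in these data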; further: 0% is about no effect
# Target sequence (P14416 whole entry, looked up): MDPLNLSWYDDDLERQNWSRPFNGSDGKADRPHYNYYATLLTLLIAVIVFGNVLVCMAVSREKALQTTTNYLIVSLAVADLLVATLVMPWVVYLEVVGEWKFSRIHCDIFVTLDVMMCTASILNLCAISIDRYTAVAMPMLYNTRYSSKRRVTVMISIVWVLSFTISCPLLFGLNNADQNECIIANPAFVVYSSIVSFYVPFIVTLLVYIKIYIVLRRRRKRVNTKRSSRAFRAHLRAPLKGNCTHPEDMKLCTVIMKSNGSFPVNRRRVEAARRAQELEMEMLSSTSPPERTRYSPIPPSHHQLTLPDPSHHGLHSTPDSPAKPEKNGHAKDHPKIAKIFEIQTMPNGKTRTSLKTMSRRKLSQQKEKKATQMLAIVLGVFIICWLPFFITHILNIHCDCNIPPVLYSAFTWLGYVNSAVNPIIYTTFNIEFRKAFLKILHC
#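 Potentiation of an EC20 dopamine calcium response measured kinetically over 180 s, after a preceding 180 s compound-only read flagging agonists. Cells: inducible Hek293 Trex D2 line, 4000/well, cultured overnight at 30 C before dye loading.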
# D1 agonist = agonists of human D1 dopamine receptor | activation, % at 2 µM | P21728 | AID 504660 | actives 1% (n = 360,000) | HEK293 T-REx D1 cells, calcium flux, agonist mode; in the data active means activation above about 30%; further: 0% is about no effect
#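 Inducible HEK293 T-REx D1 cells, force-coupled to calcium signalling, were plated at 4000 cells/well with tetracycline and held overnight at 30 C. After no-wash calcium dye loading, compound-evoked calcium rise over 180 s flagged agonists.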
# LDHA inh = blocks human lactate dehydrogenase A. P00338. purified LDHA, NADH/diaphorase-resazurin fluorescence; stronger effect = lower value. activity change, % (values are at about 110 or 230 µM). actives 0.15% (n = 480,000). AID 1347041; in the data active means activity change below about -30%; inconclusive means mostly about -25% to -30%;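 further: plate controls were DMSO wells for no effect and wells without enzyme for full effect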
#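 Remaining NADH was detected by diaphorase (0.133 mg/mL) converting 37 µM resazurin to fluorescent resorufin, read at 0 and 20 minutes. The preceding 5-minute room-temperature reaction used 2 nM LDHA, 0.2 mM sodium pyruvate and 0.06 mM NADH at pH 7.4.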
# D1 PAM = potentiators of human D1 dopamine receptor; HEK293 TREx D1 cells, calcium flux, dopamine EC20 potentiation; potentiation, % at 10 µM; actives 0.036% (n = 360,000); AID 504651; in the data active means potentiation above about 30%; further: 0% is about no effect
# Vif-APOBEC3F blk = Vif-A3F binding inhibition | Potency, µM (top dose mostly 46.1 µM), without a hit: top-dose activity, negative = active | HeLa A3F-eYFP + Vif (tagged APOBEC3F with the HIV-1 protein that degrades it), YFP fluorescence increase | actives 0.2% (n = 390,000) | AID 602313; further: potency means the concentration at half of the fitted maximal effect; % of control where 0% means no effect; nearly all actives have a fitted effect of over 65% in size
#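 Fluorescence increase (Ex 488/Em 500-530) after overnight compound treatment at 37 deg C flags inhibition of Vif-driven A3F-eYFP loss in stable HeLa A3F-eYFP/Vif cells seeded overnight beforehand.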
# RXFP1 ag = RXFP1 (human) receptor agonism; actives 0.3% (n = 370,000); Potency, µM (titrated, usually from 57.5 µM), without a hit: top-dose activation, most hits filed as activators; HEK293T-RXFP1 cAMP TR-FRET, 30 min; response scale: percent of porcine relaxin response, buffer zero; Q9HBX9; further: potency means the concentration at half of the fitted maximal effect; on the % scale 0 is the no-effect control and ±100 the full control effect; nearly all actives have a fitted effect of over 60% in size; many of its hits are not listed in these tables
#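 Agonist response is measured as cAMP accumulation in an RXFP1-transfected HEK293T line under PDE4 inhibition. Values are scaled between buffer-only and 29 nM porcine relaxin, and EC50s come from standard Hill equation fits.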
# GRP78 ERSR act = induces the endoplasmic reticulum stress response in human glioma cells | actives 0.02% (n = 420,000) | Potency, µM, without a hit: at the highest dose activation, most hits filed as activators | AID 602332 | U87-MG GRP78 promoter luciferase reporter, 16 h; further: potency means the concentration at half of the fitted maximal effect; series mostly up to about 76 µM; % of control where 0% means no effect; nearly all actives have a fitted effect of over 35% in size
#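 ERSR induction read as luciferase luminescence (Bright-Glo, 10 min at room temperature) in stably transfected human U87-MG glioma cells exposed to compounds for 16 h, using GRP78 as sensor.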
# Vif-A3G inh = inhibitors of Vif-APOBEC3G interaction; Q9HC16; HeLa A3G-eYFP + Vif (tagged APOBEC3G with the HIV-1 protein that degrades it), YFP fluorescence, overnight; Potency, µM (doses to about 46.1 µM), for inactives: top-dose activity, negative = active, usual class: inhibitors; actives 0.076% (n = 410,000); AID 602310;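 further: potency means the concentration at half of the fitted maximal effect; on the % scale 0 is the no-effect control and ±100 the full control effect; nearly all actives have a fitted effect of over 60% in size; hits raise eYFP signal because A3G escapes Vif-driven loss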
#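 HeLa cells stably expressing Vif and C-terminally eYFP-tagged A3G, seeded overnight at 37 deg C, then exposed to compound by pintool overnight at 37 deg C. Rise in yellow fluorescence (Ex 488/Em 500-530, Acumen) marks blocked Vif-driven A3G degradation.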
# * = called active by the depositor; ? = inconclusive; / = not tested or not shown; & = joins results of further samples. Unless noted, the call rests on the fitted dose curve; in most records, active means well fitted curve in the direction sought with a large enough effect; inconclusive means small, poorly fitted or top-dose-only effect, or another doubt; inactive means no such curve, though single readings can be large; an effect the other way counts as inactive or inconclusive.
# Each structure is followed by: RXFP1 ag	LDHA inh	D1 agonist	D1 PAM	D2 potentiator	D1 antag	Vif-APOBEC3F blk	Vif-A3G inh	GRP78 ERSR act
- Cc1cc(C)n2nc(N)c(N=Nc3cccc(Cl)c3)c2n1
 : -0.1%	1.4	0.2	-7.6	9.0	-1.6	2.7%	-0.2%	-1.9%
- Cc1ccc(CNC(=O)Cc2ccc(NC3=NC4CS(=O)(=O)CC4S3)cc2)cc1 (centres undefined)
 : 0.4%	-11.9	3.8	-3.4	17.0	6.7	-0.4%	-0.2%	-4.1%
- Cc1nn(-c2ccccc2)c(Cl)c1/C=N/NC(=O)c1ccc(CNc2ccccc2)o1
 : 0.1%	-1.9	0.2	-1.7	27.1	-7.5	-2.6%	-6.2%	-1.6%
- Cc1ccc([N+](=O)[O-])cc1N=C(c1cccc([N+](=O)[O-])c1)N1CCOCC1
 : -1.9%	-0.8	/	/	/	/	-4.2%	-4.2%	-2.9%
- COc1ccc(CC(=O)OCC(=O)NCCNC(=O)COC(=O)Cc2ccc(OC)cc2)cc1
 : 1.0%	-7.1	1.1	0.1	4.3	0.8	-2.5%	-0.1%	-0.4%
- O=C(C[n+]1cc(Br)cc(Br)c1)c1ccccc1
 : -0.1%	8.0&-4.3	2.2	-1.5	-2.4	-22.6	-11.7%	-5.9%&3.6%	-0.7%&-0.5%
- COC(=O)c1cc(NC(=O)/C=C/c2ccc3c(c2)OCO3)cc(C(=O)OC)c1
 : -1.7%	-3.5	0.4	1.0	1.1	-10.7	1.8%	-3.3%	-5.2%
- CC1=NN(c2ccc(C)cc2)C(=O)/C1=C\C=C\c1ccccc1
 : 0.8%	-6.6	1.0	-0.6	1.5	9.5	?	?	-0.9%
- CCOc1ccc(OCC)c(NC(=O)c2ccc(CNc3c(N4CCCC4)c(=O)c3=O)cc2)c1
 : 0.0%	2.8	1.0	-1.1	8.4	-2.3	18.7%	2.1%	-1.2%
- Cc1ccc(CNC(=O)c2ccc(-n3c(C)cc4c3CCCC4)cc2)cc1
 : -0.2%	11.0	-0.4	2.4	-2.8	4.1	0.3%	-0.7%	-2.7%
- Cc1ccc(NC(=O)Nc2ccc3c(c2)OCO3)c(OC(F)F)c1
 : 0.1%	-2.5	1.9	-7.7	-16.5	6.9	-7.1%	-4.4%	-0.2%
- Cc1noc(C)c1NC(=O)N(C)C[C@H]1Oc2ccc(NC(=O)Nc3ccccc3)cc2C(=O)N([C@H](C)CO)C[C@@H]1C
 : /	-1.6	/	/	/	/	-3.3%	0.1%	0.5%
- CC(C)C(NS(=O)(=O)c1c(Cl)cccc1Cl)C(=O)OCC(=O)c1c[nH]c2ccccc12 (centres undefined)
 : 0.3%	0.3	1.8	4.2	18.6	6.5	-19.9%	-4.3%	-2.5%
- Oc1cccc2c(-c3nn[nH]n3)ccnc12
 : -0.1%&2.0%	0.6	2.2&1.7	-1.1&-2.9	-7.6	14.6	0.2%	-7.5%	-5.5%
- CC(=O)c1cccc(NC(=O)CCCNC(=O)c2ccc(Cl)cc2)c1
 : 0.9%	-3.0	0.0	-1.3	24.1	-0.4	-22.9%	2.7%	-1.1%
- COc1ccccc1Cn1cc(C(=O)c2ccc(C)cc2)c(=O)c2cc(C)ccc21
 : -0.2%	-0.7	4.2	-3.5	-5.9	-2.9	0.0%	4.6%	0.6%
- CCC(C)n1c(=S)[nH]c2ccccc2c1=O (centres undefined)
 : 0.4%	-1.5	2.0	4.0	-18.5	10.8	0.2%	-2.2%	-1.5%
- COc1ccc(NC(=O)CCS(=O)(=O)c2ccc3nc(C)sc3c2)cc1OC
 : 2.3%	4.7	1.5	-1.7	1.2	-13.1	1.1%	1.8%	-3.5%
- CC(C)CNc1nc(Oc2ccc(=O)n(-c3ccccc3)n2)nc(N2CCOCC2)n1
 : 1.3%	-5.5	0.9	-3.9	-1.6	-22.9	-4.4%	-8.8%	0.1%
- CC1CC(C)CN(S(=O)(=O)c2ccc(NC(=O)[C@@H]3CCCN3C(=O)c3cccs3)cc2)C1 (some centres undefined)
 : 0.0%	-7.7	1.6	8.7	19.5	-13.9	-0.4%	-2.3%	-2.4%
- COc1ccc(C2CC(=O)Oc3cc(O)ccc32)cc1 (centres undefined)
 : /	-0.9	/	/	/	/	-0.1%	-5.7%	-0.2%&-4.6%
- CCCCCCSc1nnc2c(n1)OC(C)Nc1ccc(Br)cc1-2 (centres undefined)
 : -0.9%	-9.1	4.8	-1.2	13.4	5.8	3.0%	-1.2%	-1.4%
- Cc1noc(NS(=O)(=O)c2ccc(N/C=C\C(=O)c3ccncc3)cc2)c1C
 : ?	-1.2	0.1	-8.4	-0.7	-7.5	-0.1%	1.4%	0.2%
- COc1ccccc1CNC(=O)C1CCC(CNc2c(N3CCCCC3)c(=O)c2=O)CC1 (centres undefined)
 : 0.3%	-5.6	2.0	-2.7	-3.5	8.3	2.4%	-2.1%	-3.7%
- CCOC(=O)CC(NC(=O)c1ccco1)c1ccccc1Cl (centres undefined)
 : 0.9%	-7.0	0.7	-5.3	-2.8	2.3	3.4%	1.8%	-8.9%
- CC(=O)c1ccc(Nc2c(C)n(C)n(-c3ccccc3)c2=O)cc1
 : 0.6%	-14.3	1.8	-4.1	-8.9	-15.2	-2.0%	-1.2%	-2.5%
- O=S(=O)(Nc1ccc(Cl)c(C(F)(F)F)c1)c1cnc[nH]1
 : 1.1%	-4.1	3.1	2.0	-9.2	-5.7	-6.5%	-0.4%	3.4%
- Oc1ccc(-c2csc(Nc3ccccn3)n2)cc1O
 : -2.0%	5.0	3.4	-3.4	5.4	-6.2	-9.5%	?	12.9%
- COc1ccc(Br)c(C(=O)OCC(=O)Nc2cc(C)on2)c1
 : /	0.0	/	/	/	/	-0.3%	-0.1%	-3.0%
- COc1cccc(-c2sc3ccccc3c2-c2ccc(OCCN(C)C)cc2)c1
 : /	1.2	/	/	/	/	7.0%	1.2%	-11.6%

# Fetched by structure from the list above, 3 records:
# Each structure is followed by: RXFP1 ag	LDHA inh	D1 agonist	D1 PAM	D2 potentiator	D1 antag	Vif-APOBEC3F blk	Vif-A3G inh	GRP78 ERSR act
- CC(=O)c1ccc(Nc2c(C)n(C)n(-c3ccccc3)c2=O)cc1
 : 0.6%	-14.3	1.8	-4.1	-8.9	-15.2	-2.0%	-1.2%	-2.5%
- Oc1ccc(-c2csc(Nc3ccccn3)n2)cc1O
 : -2.0%	5.0	3.4	-3.4	5.4	-6.2	-9.5%	?	12.9%
- COc1ccccc1CNC(=O)C1CCC(CNc2c(N3CCCCC3)c(=O)c2=O)CC1 (centres undefined)
 : 0.3%	-5.6	2.0	-2.7	-3.5	8.3	2.4%	-2.1%	-3.7%

# (list continues)
# Each structure is followed by: RXFP1 ag	LDHA inh	D1 agonist	D1 PAM	D2 potentiator	D1 antag	Vif-APOBEC3F blk	Vif-A3G inh	GRP78 ERSR act
- Cc1ccc(CNC(=O)CS(=O)CC(=O)O)cc1 (centres undefined)
 : 2.3%	-1.5	0.8	-1.6	15.5	-3.0	-6.1%	0.4%	-0.4%
- Cc1nc2ccccc2n1-c1ccccc1
 : 2.0%	-11.6	2.4	-5.5	0.3	-25.1	5.3%	3.1%	-5.3%
- CCOC(=O)c1ccc(S(=O)(=O)N2CCN(C(=O)c3cc4ccccc4o3)CC2)cc1
 : 1.2%	-4.2	4.5	-3.7	-2.4	-5.6	-1.9%	2.1%	-3.5%
- Cc1ccc(NC(=O)Cc2ccc(-n3cccc3)cc2)c(C)c1
 : 4.2%	-5.8	4.5	3.8	8.4	-12.8	?	-0.1%	-2.9%
- COc1ccccc1CC(=O)OCC(=O)N1CCN(c2ccc(F)cc2)CC1
 : /	3.5	/	/	/	/	-4.8%	5.2%	-4.1%
- Cc1cc(C(=O)N2CCc3ccccc32)c2cc(F)ccc2n1
 : -1.9%	-2.2	-0.4	-3.0	21.6	5.0	-0.2%	-8.4%	4.6%
- Cc1ccc(Nc2cc(C)nc(-n3nc(C)cc3C)n2)cc1
 : 3.2%	-13.8	-0.2	-1.4	-15.9	4.9	-3.5%	2.0%	-0.2%
- O=S(=O)(NCCc1ccccn1)c1ccc(F)c(F)c1
 : 1.5%	-7.8	1.8	-8.9	7.7	2.0	-8.7%	3.4%	-10.9%
- C=C(C)CNC(=S)N/N=C/c1ccc(NC(C)=O)cc1
 : -0.4%	-2.4	0.3	1.1	5.9	-7.0	-5.0%	-5.6%	-2.3%
- Cc1ccc(CN(C)C(=O)c2ccc(S(=O)(=O)N3CCCCCC3)cc2)o1
 : 0.6%	0.0	4.1	-2.6	-7.6	-4.1	-6.7%	0.1%	-4.3%
- CSc1ccc(CNc2nnnn2C)cc1
 : -1.0%	-3.9	-1.2	0.8	1.6	-20.4	-6.8%	3.3%	-1.0%
- Cc1ccc(C(=O)N2CCSC2=S)cc1
 : 3.6%	-2.4	2.0	1.8	4.9	10.9	-1.2%	-10.4%	0.3%
- COC(=O)c1cccc(NC(=O)c2cccnc2C(=O)O)c1C
 : -0.6%	-3.0	0.4	-4.0	6.9	1.7	6.6%	1.9%	1.3%
- CCC(C)NC(=O)c1cc(-c2cccs2)nc2ccccc12 (centres undefined)
 : -0.7%	-10.3&0.6	2.2	-13.1	-3.7	-4.2	2.0%	-0.4%	-3.2%
- Cc1ccc2nc(SCc3cccc([N+](=O)[O-])c3)nc(C)c2c1
 : 1.1%	1.6	5.0	-2.1	3.8	12.0	2.2%	-4.1%	2.2%
- CSc1nc(-c2ccc(Cl)cc2Cl)[nH]c(=O)c1C#N
 : 3.3%	-3.0	2.2	3.0	-2.3	3.6	4.6%	-18.0%	-6.4%
- O=C(CCc1ccc(S(=O)(=O)N2CCOCC2)cc1)NCCc1ccccn1
 : 0.4%	-2.1	3.4	-6.2	-5.5	-0.2	0.8%	0.7%	-4.1%
- CC1CCCN(S(=O)(=O)c2ccc(C(=O)NC(C)c3ccccc3)cc2)C1 (centres undefined)
 : -0.1%	-4.9	2.7	-3.5	3.5	-1.2	-0.3%	-0.9%	-3.2%

# Not all compounds are listed, so the mix of outcomes need not match the whole.
